Bioassay records deposited in PubChem by several laboratories.
PP1 counter – blocks human PP1-alpha phosphatase, a PP5 counter-screen | inhibition, % at 6.7 µM | hit rate 0.9% among 320,000 | purified PP1alpha, OMFP fluorescence;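 active = inhibition above the mean inhibition of all tested compounds plus 3 SD, computed separately for each screening campaign, cut at about 15% in these data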
core dimer inh – blocks dimerization of HCV core protein. AID 1899. TR-FRET GST/Flag-core106 dimerization, 1536-well. hit rate 0.33% among 300,000. inhibition, % at 5 µM;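 active = inhibition above the mean of all tested compounds plus 3 SD, set per screening campaign, cut at about 45% in these data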
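Material: GST/Flag-tagged HCV core106 proteins. Incubation: 4 h, 22.5 °C incubation. Read-out basis: inhibition (%) from 671 over 617 nm ratio. Measured by: TR-FRET, excitation 340 nm, emission 617 and 671 nm.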
JMJD2C inh – blocks human GASC-1 demethylase activity | inhibition, % at 2.35 µM | hit rate 0.069% among 330,000 | GST-JMJD2C(1-420) H3K9me3 demethylation, DELFIA europium | Q9H3R0 | AID 2099;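 active = more than half of a compound's replicate wells show inhibition beyond 50%, single wells judged on their own value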;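 also: signal counts dimethyl H3K9 product captured on neutravidin plate; 0% = median of DMSO wells and 100% = 0.3 times that DMSO median; strong numbers were not always called active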
PP5 primary – blocks human protein phosphatase 5 activity. P53041. purified PP5c, OMFP substrate fluorescence. inhibition, % at 6.7 µM. hit rate 0.18% among 320,000;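 active = inhibition above the campaign's mean inhibition across all tested compounds plus 3 SD, cut at about 9.5% in these data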;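 also: 0% = DMSO only and 100% = 100 µM cantharidin control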
Target sequence (P53041 whole entry, looked up): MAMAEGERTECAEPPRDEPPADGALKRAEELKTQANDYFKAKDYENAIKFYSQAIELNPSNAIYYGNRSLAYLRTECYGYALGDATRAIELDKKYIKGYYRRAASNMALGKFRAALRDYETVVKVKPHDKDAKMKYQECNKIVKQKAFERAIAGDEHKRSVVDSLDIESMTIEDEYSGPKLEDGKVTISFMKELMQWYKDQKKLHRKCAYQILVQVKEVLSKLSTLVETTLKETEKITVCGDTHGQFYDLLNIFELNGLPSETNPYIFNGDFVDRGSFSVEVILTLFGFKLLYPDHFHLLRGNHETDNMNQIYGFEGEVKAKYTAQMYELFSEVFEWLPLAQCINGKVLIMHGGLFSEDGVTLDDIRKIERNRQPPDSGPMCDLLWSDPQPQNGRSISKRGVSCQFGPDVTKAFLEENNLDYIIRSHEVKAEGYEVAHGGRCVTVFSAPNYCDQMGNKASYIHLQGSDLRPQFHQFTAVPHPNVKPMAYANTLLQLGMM
Yeast superoxide – yeast age-related superoxide inhibition as caloric restriction mimetic; superoxide response (% of plate mean), % at 10 µM; hit rate 0.18% among 330,000; S. cerevisiae aged cells, superoxide DHE fluorescence; active compounds read low;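 active = superoxide response under a set limit, about three screen SD below normal, cut at about 65% in these data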;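 also: yeast aged for seven days with compound at 30 °C before DHE staining; 100% = average MFI of all compound-treated wells on the plate with controls excluded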
EBNA-1 inh – blocks EBNA-1 binding to DNA. inhibition, % at 14.8 µM. hit rate 0.34% among 300,000. EBNA-1 DNA binding, fluorescence polarization. AID 1950; in the data active = inhibition above about 28%
TPT1 inh – inhibitors of Candida albicans tRNA 2'-phosphotransferase TPT1 | inhibition, % at 5 µM | hit rate 0.81% among 300,000 | recombinant caTPT1, FP RNA substrate dephosphorylation;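 active = inhibition above the mean of all tested compounds plus 3 SD, set per screening campaign, cut at about 24% in these data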;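 also: plate controls were DMSO alone for no effect and ferristatin control at 100 nM for full effect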
ZTA DNA inh – ZTA (EBV) inhibition in EBNA-1 counter-screen. P03206. ZTA-DNA binding, fluorescence polarization. inhibition, % at 11 µM. hit rate 0.15% among 320,000. AID 2234; in the data active = inhibition above about 33%
Target sequence (P03206 whole entry, looked up): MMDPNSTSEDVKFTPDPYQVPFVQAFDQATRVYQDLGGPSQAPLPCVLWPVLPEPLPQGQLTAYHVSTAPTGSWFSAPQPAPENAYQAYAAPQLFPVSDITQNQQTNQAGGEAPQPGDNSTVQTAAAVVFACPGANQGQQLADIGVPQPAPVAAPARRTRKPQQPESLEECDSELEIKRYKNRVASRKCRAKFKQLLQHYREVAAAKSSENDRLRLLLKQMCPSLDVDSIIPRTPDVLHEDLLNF
Fh CTSL1 inh – cathepsin L1 inhibition, PFM18AAP counter-screen; hit rate 0.49% among 300,000; inhibition, % at 5.96 µM; recombinant F. hepatica cathepsin L1, Z-Leu-Arg-MCA fluorescence;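 active = inhibition above the mean of all tested compounds plus 3 SD, set per screening campaign, cut at about 17% in these data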;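 also: 0% = plate median of test compound wells and 100% = 1 µM Z-Phe-Ala-diazomethylketone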
Numbers without * were called inactive; . = no result given; & = joins results of further samples.

SMILES	PP1 counter	core dimer inh	JMJD2C inh	PP5 primary	Yeast superoxide	EBNA-1 inh	TPT1 inh	ZTA DNA inh	Fh CTSL1 inh
Cc1cccc(C(=O)NCC(c2ccco2)N(C)C)c1 (stereo not drawn)	-4	2	-16	-0.7	91	3	-1	2	1
Cc1cc(C(=O)NNC(=O)c2cccc(S(=O)(=O)N3CCOCC3)c2)c2ccccc2n1	-3	1	3	-2.7	92	5	2	11	1
COc1ccccc1C(=O)Nc1ccc(OCC(=O)N2CC(C)CC(C)C2)cc1 (stereo not drawn)	-2	.	.	1.1	101	.	.	3	.
Cc1ccc(C)c(S(=O)(=O)N2CCN(C(=O)/C=C/c3ccco3)CC2)c1	5	.	2	1.6	91	.	.	3	.
NC(=O)C1CCCN(C(=O)c2ccc3oc(Cc4ccc(Cl)cc4)nc3c2)C1 (stereo not drawn)	-4	4	2	0.5	93	2	1	0	-2
CCc1c(C(=O)N/N=C/c2sccc2C)nnn1-c1nonc1N	2	5	-37	-2.1	92	5	-1	16	8
CCO[C@H]1OC(C(=O)NC2CC2)=C[C@@H](c2ccc(Br)cc2)[C@@H]1CCCO	-10	6	-3	1.8	102	-4	-4	8	-3
CCn1cc(C(C)NC(=O)Nc2ccccc2C(=O)OC)c(C)n1 (stereo not drawn)	-2	0	-3	2.9	98	-5	-3	-14	4
CC(C)Cc1nc2sc3c(c2c(=O)n1N)CC(C)(C)OC3	3	1	10	-0.6	90	9	-1	12	3
O=C(Nc1ccc(S(=O)(=O)N2CCCC2)cc1)c1cccnc1Cl	-2	-2	-6	-1.6	109	-3	-2	-9	-1
Cc1ccsc1-c1nc(CSCC(=O)NCCN2CCCC2)c(C)o1	-1	2	5	-1.9	97	8	-2	5	-3
Cc1cccnc1NC(=O)CNC(=O)c1ccccc1	-3	.	16	2.6	136	.	.	-1	.
CC(COc1ccccc1)N1CCC(CO)(CCc2ccccc2)CC1 (stereo not drawn)	-3	-3	-1	2.4	94	-7	0	-3	-4
Cc1ccc(O)c(-c2[nH]ncc2C(=O)c2ccc(Br)cc2)c1	-2	-1	-5	5.8	119	-19	-1	-5	0
Cc1nc2sc(C(c3cccc(F)c3)N3CCN(C(=O)c4ccco4)CC3)c(O)n2n1 (stereo not drawn)	-3	-8	23	1.8	103	-14	2	-10	-2

Copied from the list.
Reading for CC(C)Cc1nc2sc3c(c2c(=O)n1N)CC(C)(C)OC3 in PP1 counter: 3
Reading for CCn1cc(C(C)NC(=O)Nc2ccccc2C(=O)OC)c(C)n1 (stereo not drawn) in PP5 primary: 2.9
Reading for Cc1ccc(O)c(-c2[nH]ncc2C(=O)c2ccc(Br)cc2)c1 in Yeast superoxide: 119

(more compounds)
SMILES	PP1 counter	core dimer inh	JMJD2C inh	PP5 primary	Yeast superoxide	EBNA-1 inh	TPT1 inh	ZTA DNA inh	Fh CTSL1 inh
CCn1c(CNC(=O)C(C)(C)C)nc2ccccc21	1	-5	8	-2.1	105	9	4	12	-2
N#Cc1c(-c2ccccc2)nc(SCC(=O)N2c3ccccc3Sc3ccccc32)[nH]c1=O	21*	24	8	3.1	98	8	-3	0	5
c1ccc(-c2nccc3ccccc23)cc1	-5	-2	2	-2.0	89	-2	1	-11	-1
CC(=O)c1nc2ccccc2n1Cc1ccccc1	-1	-2	3	-1.2	76	6	-5	8	2
Cn1nccc1C(=O)NC1CC(C)(C)Cc2c1cnn2-c1ccc(F)cc1 (stereo not drawn)	0	7	5	-0.3	102	0	2	6	-1
Cc1ccc(/C=N/NC(=O)c2csc3c2CCCC3)cc1	1	5	-11	0.1	84	-1	3	-7	5
COc1ccccc1CNC(=O)C(CCSC)NS(=O)(=O)c1ccc2c(c1)oc(=O)n2C (stereo not drawn)	-3	-8	-12&-3	2.7	114	-10	3	0	-3
C=CCNC(=O)COCc1cc(-c2ccc3c(c2)OCO3)on1	-3	2	-1	-3.3	115	8	1	-2	-5
CCOC(=O)Nc1ccc2c(c1)N(C(=O)CCN(CC)CC)c1ccccc1CC2	1	5	4	-2.0	94	-2	-2	4	7
Cc1c(C(C)(C(=O)O)c2c(C)n(C)c3ccccc23)c2ccccc2n1C	-2	-2	-10	-1.2	100	-10	-5	0	5
O=C(CN1CCCC1)Nc1ccc(Br)cc1[N+](=O)[O-]	3	-8	2	0.6	106	-19	-2	-9	-4
CC(CNc1nc2ccccc2n2cnnc12)c1ccccc1 (stereo not drawn)	1	-1	13	-0.7	113	1	3	5	1
CCSC(SCC)[C@H](O)[C@@H](O)[C@H](O)[C@H](O)CO	-1	-9	-10	1.0	103	-7	1	-7	0
COc1cc(/C=C/c2ccc3c([N+](=O)[O-])cccc3n2)ccc1OCC(=O)O	-1	1	11	0.2	99	-1	0	-3	4
O=C(NN1CC(C(=O)OCc2ccc(Br)cc2)CC1=O)c1ccccc1 (stereo not drawn)	3	9	-26	1.3	102	4	0	3	-4

Arranged by SMILES length (falling): some entries from above.
SMILES	PP1 counter	core dimer inh	JMJD2C inh	PP5 primary	Yeast superoxide	EBNA-1 inh	TPT1 inh	ZTA DNA inh	Fh CTSL1 inh
COc1ccccc1CNC(=O)C(CCSC)NS(=O)(=O)c1ccc2c(c1)oc(=O)n2C (stereo not drawn)	-3	-8	-12&-3	2.7	114	-10	3	0	-3
COc1cc(/C=C/c2ccc3c([N+](=O)[O-])cccc3n2)ccc1OCC(=O)O	-1	1	11	0.2	99	-1	0	-3	4
CCOC(=O)Nc1ccc2c(c1)N(C(=O)CCN(CC)CC)c1ccccc1CC2	1	5	4	-2.0	94	-2	-2	4	7
C=CCNC(=O)COCc1cc(-c2ccc3c(c2)OCO3)on1	-3	2	-1	-3.3	115	8	1	-2	-5
CCn1c(CNC(=O)C(C)(C)C)nc2ccccc21	1	-5	8	-2.1	105	9	4	12	-2
c1ccc(-c2nccc3ccccc23)cc1	-5	-2	2	-2.0	89	-2	1	-11	-1

The listing continues.
SMILES	PP1 counter	core dimer inh	JMJD2C inh	PP5 primary	Yeast superoxide	EBNA-1 inh	TPT1 inh	ZTA DNA inh	Fh CTSL1 inh
Cc1ccc(N/N=C(\C#N)C(=N)N2CCOCC2)cc1	-6	-6	45	1.6	98	8	-1	5	3
COc1ccc2nc(SCC(=O)NC3CCCC3)c(C)cc2c1	4	-3	-9	1.2	91	-9	-2	-8	3
COC(=O)[C@H](C)NC(=O)N1CCC(Cc2ccccc2)CC1	0	-11	1	-0.9	99	7	-6	11	-1
O=C(c1c(F)cccc1F)N(Cc1ccccn1)C1CC1	-2	-15	-5	2.0	107	-3	-2	-1	-15
COc1ccccc1C(=O)N1CCCN(C(=O)c2ccccc2OC)CC1	-3	6	10	1.7	98	-6	2	5	1
CC(=O)c1sc(NC(=O)CCS(=O)(=O)c2ccc(C)cc2)nc1C	-8	4	12	0.4	98	1	1	-3	5
O=C(Cc1cccs1)Nc1nnc(C2CC2)s1	-2	-2	-1	-0.3	87	11	2	7	-3
CCc1noc(C)c1C(=O)N1CC(C)SC1=Nc1ccc(Cl)cc1 (stereo not drawn)	4	.	-5	5.9	99	.	.	3	.
COC(=O)c1ccc(NC(=O)COC(=O)c2nc3nccc(C)n3n2)cc1	2	4	-13	-0.3	97	-3	1	13	-5
Cc1ccc(NNC(N)=S)cc1Cl	3	-1	-31	0.1	85	0	-1	19	2
Cc1c(C(=O)Nc2ccncc2)sc2nc(-c3ccccc3)cn12	2	-17	25	-1.7	86	2	-1	16	-4
CCCN(CCC)CCCNC(=O)C1c2cc(OC)c(OC)cc2C(=O)N(C)C1c1cccs1 (stereo not drawn)	-5	1	0	-0.2	95	2	3	16	-2
Cc1ccc(Cn2c(C(C)Nc3nc(-c4ccc(C)cc4)cs3)nc3cc(Cl)c(Cl)cc32)cc1 (stereo not drawn)	1	-26	3	1.2	98	0	9	-20	-5
O=C(NCCc1ccc(Cl)cc1)C1CCC(=O)N1C1CCCC1 (stereo not drawn)	-4	-4	.	-0.1	76	10	-1	7	3
COc1ccc(S(=O)(=O)N2CCN(C(=O)c3cc(C)oc3C)CC2)cc1	-4	-2	-3	0.4	88	-8	-1	6	-1
CNC(=O)NC(=O)CSc1ccc(S(=O)(=O)N2CCOCC2)cn1	-3	.	-11	2.5	127	.	.	-10	.
Cc1ccc(C)n1-c1ccc(C(=O)NC2CCN(Cc3ccccc3)CC2)cc1	-1	0	-5	0.5	114	-4	1	-4	-3
O=C(Nc1ccc(Cl)cc1)OCc1cn(-c2ccc(Cl)cc2)nn1	2	0	1	1.5	98	-2	-1	8	-2
CCOc1ccc(N(Cc2nnc3n2CCCCC3)C(=O)Nc2cccc(C)c2)cc1	1	3	2	-0.3	91	-1	-1	19	0
CC(C)c1nc(=S)c2ccccc2[nH]1	-2	21	2	-1.1	95	3	3	15	5
C=CCNC(=O)c1c(CSc2ccccc2)noc1C(=O)NCc1ccccc1	5	5	0	3.8	99	4	2	-1	5
CSCCC(NC(=O)C12CC3CC(CC(C3)C1)C2)C(=O)OCC(=O)c1ccc(C)cc1 (stereo not drawn)	0	-5	-6	1.4	98	9	-3	5	4
CNCc1c(OCc2ccc(F)cc2)ccc2ccccc12	1	-4	15	-0.8	110	-1	-2	6	1
COc1ccc(NC(=O)c2ccco2)cc1NC(=O)c1ccc(C#N)cc1F	-2	6	14	2.3	93	9	-4	0	0
COc1cc(N=c2ssnc2Cl)c(OC)cc1Cl	0&0	-6	5&13	0.9&1.4	123&92	-9	-4	-15&-33	-3
CCOc1ccc(NC(=O)CC2C(=O)N(c3ccc(OC)cc3)C(=O)N2CCc2ccc(OC)c(OC)c2)cc1 (stereo not drawn)	1	6	-2	1.8	84	-4	5	-17	-3
Clc1c2c(nc3ccccc13)CCC2	1	-16	26	-0.2	91	-4	1	-9	5
CCNc1nc(NCC)n2c(SCC(=O)Nc3ccc(C(F)(F)F)cc3[N+](=O)[O-])nnc2n1	1	1	7	3.3	132	6	-3	-3	0
COC(=O)c1ccc(C(=O)OC)c(NC(=O)CCS(=O)(=O)Cc2ccccc2)c1	-3	-7	0	3.7	106	-5	0	18	-2
C=CCn1c(-c2sc(-c3ccccc3)nc2C)n[nH]c1=S	7	-2	16	1.8	103	-8	3	-6	1

3 compounds already listed, sorted by their value in JMJD2C inh, rising:
molecule | core dimer inh | JMJD2C inh | PP5 primary | EBNA-1 inh | TPT1 inh
O=C(Nc1ccc(Cl)cc1)OCc1cn(-c2ccc(Cl)cc2)nn1 | 0 | 1 | 1.5 | -2 | -1
CCn1c(CNC(=O)C(C)(C)C)nc2ccccc21 | -5 | 8 | -2.1 | 9 | 4
CC(CNc1nc2ccccc2n2cnnc12)c1ccccc1 (stereo not drawn) | -1 | 13 | -0.7 | 1 | 3
